RAD54 inh: inhibitors of human RAD54 branch migration. RAD54 Holliday junction branch migration, FAM/BHQ fluorescence. 360,000 tested, 0.14% active. inhibition, % at 10.4 µM;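 active = mean normalized replicate activity at least 40 and at least half of replicates scoring 40 or more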;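 note: 0% = median of neutral control wells and 100% = median of positive control wells; inhibitors cause a drop in the FAM fluorescence signal; in these data hits start at about 50%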
Target sequence (Q92698 whole entry, looked up): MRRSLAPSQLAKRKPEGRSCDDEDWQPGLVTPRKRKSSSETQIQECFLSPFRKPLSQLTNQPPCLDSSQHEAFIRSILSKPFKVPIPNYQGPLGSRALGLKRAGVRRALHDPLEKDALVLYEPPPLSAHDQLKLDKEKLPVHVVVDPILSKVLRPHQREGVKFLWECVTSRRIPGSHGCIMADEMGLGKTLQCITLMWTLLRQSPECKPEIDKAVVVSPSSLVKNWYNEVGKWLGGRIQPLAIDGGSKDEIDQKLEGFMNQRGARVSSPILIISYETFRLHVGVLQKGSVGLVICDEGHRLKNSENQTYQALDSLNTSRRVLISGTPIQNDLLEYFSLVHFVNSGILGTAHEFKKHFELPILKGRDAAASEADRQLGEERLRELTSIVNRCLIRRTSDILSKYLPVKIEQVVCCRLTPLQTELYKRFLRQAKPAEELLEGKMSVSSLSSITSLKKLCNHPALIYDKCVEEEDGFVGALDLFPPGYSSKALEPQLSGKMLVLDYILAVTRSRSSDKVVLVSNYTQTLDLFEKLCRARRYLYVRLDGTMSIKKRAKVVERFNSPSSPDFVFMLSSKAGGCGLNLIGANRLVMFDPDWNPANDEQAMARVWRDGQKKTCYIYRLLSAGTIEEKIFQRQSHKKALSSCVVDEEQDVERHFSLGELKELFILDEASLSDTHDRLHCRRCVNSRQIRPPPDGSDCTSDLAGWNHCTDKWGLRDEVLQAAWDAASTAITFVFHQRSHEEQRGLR
RAD52 anneal inh: inhibitors of human RAD52 DNA annealing; P43351; inhibition, % at 18.7 µM; recombinant RAD52 DNA annealing, FRET fluorescence; 360,000 tested, 0.46% active; AID 651710;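 active = every replicate showing at least 50% inhibition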
EWS-Fli block: inhibitors of EWS/Fli oncoprotein transcriptional activity; A673 NR0B1-luciferase reporter, viability-normalised; inhibition, % at 12.6 µM; 350,000 tested, 0.67% active; AID 651661;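 active = mean inhibition of at least 50% after viability correction, with every replicate also passing that limit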;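 note: firefly luciferase signal divided by Alamar Blue viability fluorescence both relative to DMSO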
S100A4 inh HTS: inhibitors of human S100A4 binding to myosin IIA peptide. S100A4/TAMRA-MyoIIA peptide fluorescence polarization. inhibition, % at 10.7 µM. AID 652163. 360,000 tested, 0.14% active;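 active = mean inhibition of at least 70% across replicates, with every replicate also reaching that level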
Target sequence (P26447 whole entry, looked up): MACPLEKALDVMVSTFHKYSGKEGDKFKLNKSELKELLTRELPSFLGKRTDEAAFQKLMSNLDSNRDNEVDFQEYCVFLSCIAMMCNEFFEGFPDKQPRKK
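Material: human S100A4 monomer with TAMRA-labelled myosin IIA peptide; buffer or medium: HEPES pH 7.2 with CaCl2, KCl, NaCl, DTT, Triton; compound dosing: one concentration per compound; schedule: 5 min incubation before reading; benchmarks: neutral control DMSO, positive control TFP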
XiGFP reactiv: reactivates the inactive X chromosome in mouse fibroblasts. AID 743238. 360,000 tested, 0.055% active. XiGFP mouse fibroblasts, % GFP-positive cells imaging, 3 d; cells co-treated with 5-aza-dC sensitizer; scaled so ellipticine positive control = 100%. activation, % at 7.58 µM;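 active = mean normalized replicate activation at least 10% and every replicate at or above 10%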;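 note: 0% = median of on-plate neutral control wells and 100% = ellipticine 6 µM median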
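Schedule: 3 d treatment, 15 min room-temperature fixation; system: 68-5-11 XiGFP fibroblast line; buffer or medium: DMEM plus 5-aza-dC sensitizer; control set: ellipticine 6 µM positive control; compound: one concentration, pinned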
FN deposit inh: fibronectin deposition inhibition | AID 743247 | AH1F fibroblasts, Alexa488-fibronectin deposition fluorescence, overnight | inhibition, % at 12.6 µM | 350,000 tested, 0.086% active;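 active = mean inhibition across replicates of 30% or more, regardless of how many single replicates reach that level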;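 note: positive control wells lacked labelled fibronectin entirely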
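Material: AH1F fibroblast monolayer depositing Alexa488-labelled fibronectin into matrix / Amount: 10000 AH1F cells per well / Signal: fluorescence 485/525 nm / Medium: DMEM, 2% serum / Compound: single dose, pinned / Incubation: 1 h cell adhesion before compound, then overnight fibronectin incubation / Reagent: Alexa488-FN, 24 nM final / Read-out: inhibition of fibronectin deposition signal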
E-sel inducer: E-selectin induction on HUVECs. HUVEC E-selectin immunofluorescence imaging; normalized: neutral wells 0, TNF-alpha wells 100. activation, % at 7.58 µM. 260,000 tested, 0.37% active;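 active = mean E-selectin-positive cell signal at least 10% of the positive control, reached in at least 60% of replicates, without over 20% cell loss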;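 note: in these data hits start at about 27%; measured in HUVEC primary endothelial cells; signal is the percent of cells scored E-selectin positive by PE staining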
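Read-out basis: % PE-positive cells; Test system: HUVEC primary endothelial cells; Technique: immunofluorescence imaging; Dosing: single-point compound dose.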
esBAF inh: SWI/SNF esBAF complex inhibition; reporter increase, % at 12.5 µM; 350,000 tested, 2% active; AID 602393; mouse ES cells, Bmi1-luciferase knock-in reporter, 24 h; 100% = twice the neutral-well signal; in the data active = activation above about 40%;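 note: 0% = median of the plate's neutral control wells and 100% = double that signal; a rise in the Bmi1 reporter signal indicates esBAF inhibition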
Starred values were filed as active, the others as inactive; i = inactive; . = not tested or not shown; & = joins results of further samples.

SMILES	RAD54 inh	RAD52 anneal inh	EWS-Fli block	S100A4 inh HTS	XiGFP reactiv	FN deposit inh	E-sel inducer	esBAF inh
CO[C@H]1CN(C)C(=O)c2ccc(NC(=O)Nc3c(C)noc3C)cc2OC[C@@H](C)N(CCC(F)(F)F)C[C@@H]1C	10	5	16	7	0.0	-2	-0.1	-2
CC(C)NC(=O)N(C)C[C@H]1Oc2ccc(NS(=O)(=O)c3cn(C)cn3)cc2CC(=O)N([C@H](C)CO)C[C@@H]1C	-4	-3	-14	6	-0.1	.	-2.5	-1
O=C(Nc1cccc(S(=O)(=O)NC2=NCCC2)c1)c1cc(-c2ccccn2)nc2ccccc12	2	-13	3	-1	-0.1	-2	.	-4
O=C(c1ccccc1-c1ncc[nH]1)N1CCCC(Nc2ccc(F)cc2)C1 (configuration not stated)	5	-12	.	0	-0.1	.	-0.3	6
COC(=O)C1=C(C)N(Cc2ccccc2C(F)(F)F)C(=NCc2ccc3c(c2)OCO3)NC1c1ccc(C(F)(F)F)cc1 (configuration not stated)	.	-6	17	4	0.2	-1	-0.1	.
Cc1noc(C)c1NC(=O)N(C)C[C@@H]1Oc2ccc(NC(=O)NC(C)C)cc2CC(=O)N([C@H](C)CO)C[C@@H]1C	8	-1	-12	0	-0.6	.	.	2
CO[C@H]1CN(C)C(=O)c2cc(NC(=O)c3ccccc3F)ccc2OC[C@H](C)N(CC2CC2)C[C@@H]1C	4	6	8	8	-0.4	-1	0.4	1
Cc1cc(OC(C)C(=O)NCc2cccnc2)c2c(C)c(C)c(=O)oc2c1 (configuration not stated)	2	-9	7	1	0.3	0	.	-3
CN(Cc1cccc(Cl)c1Cl)C(=O)c1cccc(S(=O)(=O)N2CCN(Cc3ccccc3)CC2)c1	-1	-6	.	-4	0.1	.	-1.1	.
CC(=O)c1ccc(S(=O)(=O)NCCOc2ccccc2)cc1	-1	-55	18	0	0.1	-9	-0.1	-1
COc1ccc(NC(=S)NC(=O)/C=C/c2ccco2)c(OC)c1	4	-14	6	-1	0.3	1	0.3	-4
O=c1[nH]c(C2CCN(S(=O)(=O)c3cccc([N+](=O)[O-])c3)CC2)nc2c1nnn2Cc1ccccc1	1	-1	2	-13	-0.1	0	0.8	-2
COc1ccc(OC)c(N=Cc2c(O)c3ccccc3oc2=O)c1	-9	i	16	3	0.3	6	0.1	-5
CCCCn1c(CCC(=O)O)nc2cc(S(=O)(=O)N(CC)CC)ccc21	-14	-13	-1	-25	-0.1	-3	.	.
C[C@@H]1CN([C@@H](C)CO)C(=O)c2cc(N(C)C)ccc2O[C@H]1CN(C)C(=O)Nc1cccc2ccccc12	5	4	-5	-3	-1.2	-1	-8.1	6
COc1ccccc1CNC(=O)COc1ccccc1C(=O)c1cnn(-c2ccccc2)c1	-1	-149	-81	-2	0.2	-12	.	75*
CS(=O)(=O)N1CC(=O)N2[C@H](CO)[C@H](c3ccc(C#CC4CCCC4)cc3)[C@H]2C1	.	-12	-1	-26	0.2	.	-0.3	.
CCOC(=O)C1CCN(S(=O)(=O)c2ccc(OCC(=O)OC)cc2)CC1	9	-4	.	-7	.	3	.	-1
CC(C)CC(=O)NC1(C(F)(F)F)NC(=O)N(c2ccccc2)C1=O (configuration not stated)	2	-5	7	11	0.1	7	.	-2
C[C@@H]1CN(C(=O)c2ccc(OC3CCN(S(=O)(=O)N(C)C)CC3)cc2)C[C@H](C)O1	-3	-17	0	4	-0.1	-9	-0.2	5
COc1ccc(CC(=O)Oc2ccc(C(C)C)cc2)cc1S(=O)(=O)N1CCOCC1	.	-13	-5	-4	0.0	2	1.1	6
COc1ccc([N+](=O)[O-])cc1NC(=O)CS(=O)(=O)c1ccc(C)cc1	3	-12	-5	-6	0.2	1	5.7	1
Cn1cc(S(=O)(=O)N2CCOCC2)cc1C(=O)NCc1ccc(Cl)cc1	7	-4	3	-2	0.1	6	0.0	-2
COc1ccc(NC(=O)N(C)C[C@@H]2Oc3ncc(C#Cc4cccc(F)c4)cc3C(=O)N([C@H](C)CO)C[C@@H]2C)cc1	-3	-7	-10	-42	-0.1	8	-0.3	-1
O=c1[nH]c2c(oc3ccccc32)c(=O)n1Cc1ccccc1	0	-19	8	2	0.0	5	0.5	6
(further entries)
SMILES	RAD54 inh	RAD52 anneal inh	EWS-Fli block	S100A4 inh HTS	XiGFP reactiv	FN deposit inh	E-sel inducer	esBAF inh
O=C(O)[C@@H]1[C@@H](CO)[C@@H]2Cn3c(ccc(-c4cccc(F)c4)c3=O)[C@@H]2N1C(=O)c1ccccn1	0	.	-9	.	0.0	4	0.2	-3
CCC(=O)N[C@H]1C=C[C@@H](CC(=O)NCc2cc(F)cc(F)c2)O[C@H]1CO	7	-12	0	-9	0.0	-7	0.1	0
COc1ccc(-c2cnc3c(c2)C(=O)N([C@H](C)CO)C[C@H](C)[C@H](CN(C)C(=O)Cc2cccnc2)O3)cc1	0&-2	-10&12	-1&-41	0&9	0.1&-1.9	.	0.0	-4&-1
COc1ccc(/C=N/NC(=O)C2CC2)c(OC)c1OC	-6	-23	-3	-4	0.0	6	.	-6
CCCC#Cc1ccc2c(c1)[C@@H]1[C@@H](CCN1C(=O)C1CCCCC1)[C@@H](CO)N2	.	5	.	-8	0.0	-6	0.4	.
CC(NS(=O)(=O)c1ccc(F)cc1)C(c1cccs1)N1CCOCC1 (configuration not stated)	-2	-2	-1	0	-0.1	0	-0.3	3
CCCCCN(C(=O)CCC(=O)OC(C)C(=O)c1ccc(CC)cc1)c1c(N)n(CCCC)c(=O)[nH]c1=O (configuration not stated)	-7	-19	-2	-5	0.0	-4	.	4
CCOc1ccc(S(=O)(=O)NCCC(=O)NCCOc2ccccc2)cc1	.	-13	6	-6	-0.2	0	1.6	.
CCN(CC)N=Nc1ccc(S(=O)(=O)Nc2c(C)n(C)n(-c3ccccc3)c2=O)cc1	-16	3	7	2	0.0	8	0.0	0
CN1CCN(C(=O)C[C@H]2C=C[C@@H](NC(=O)c3ccc4c(c3)OCO4)[C@H](CO)O2)CC1	-12	-6	7	5	-0.4	2	0.4	0
CCC(C)(C)NC(=O)CN(C(=O)C(=O)Nc1ccc2c(c1)OCCO2)C(C)(C)CC	2	-10	-2	-3	0.0	-9	-0.9	7
O=C(/C=C/c1cccs1)Nc1ccc(S(=O)(=O)Nc2ncccn2)cc1	11	-7	-1	1	1.2	5	3.8	-4
COc1cccc(CN2CCN(CC(=O)NCCc3ccccc3)CC2)c1	-1	-16	1	-3	0.0	1	0.0	-13
COc1ccccc1-c1ccc2c(c1)O[C@H](CN(C)S(=O)(=O)c1ccc(F)cc1)[C@H](C)CN([C@H](C)CO)S2(=O)=O	1	-6	18	-4	-0.6	.	0.0	4
CCOC(=O)C[C@H]1c2ccc(C(F)(F)F)cc2S(=O)(=O)N1Cc1ccccc1	3	-2	-6	10	0.2	0	-0.1	-6
CCCC[C@@H]1CCCO[C@@](C(=O)NCc2ccc(C)o2)(C(F)(F)F)C1	-1	-11	-9	1	-0.1	3	-0.2	-6
Cc1ccccc1-c1ccc([C@@H]2[C@@H](CO)N3CCCCN(C(=O)Nc4ccc(F)cc4)C[C@H]23)cc1	8	13	14	-11	0.2	.	-0.1	.
COc1cccc(/C=C/C(=O)OCC(=O)Nc2ccc(S(=O)(=O)N3CCCC3)cc2)c1	-3	-5	-8	0	0.3	8	.	.
Cc1noc(C)c1NC(=O)N(C)C[C@@H]1Oc2ccc(NC(=O)CCCN(C)C)cc2C(=O)N([C@@H](C)CO)C[C@H]1C	4	-20	-12	8	0.3	2	-0.2	-3
C[C@H](CO)N1C[C@H](C)[C@H](CN(C)Cc2ccc(Cl)c(Cl)c2)Oc2ccc(NS(=O)(=O)c3cn(C)cn3)cc2C1=O	-9	4	1	-9	-0.1	.	-5.5	6
COc1ccc([N+](=O)[O-])cc1NC(=O)Cn1ccc(C(F)(F)F)n1	10	-14	-6	-7	0.7	0	-0.2	0
Cc1ccc(CCNC(=O)C2CC(c3ccccc3C(F)(F)F)=NO2)cc1 (configuration not stated)	-6	-15	14	-2	0.1	-13	0.2	4
COCc1nnc(NC(=O)c2ccc(S(=O)(=O)N(C)c3ccccc3)cc2)o1	-2	-10	20	-1	0.4	-8	0.0	-10
O=C(Nc1ccc2nc3n(c(=O)c2c1)CCCC3)c1cncc(Br)c1	0	-17	-30	3	0.0	8	1.0	22
Cc1cccc(CNC(=O)C2CCC(=O)N(CCCc3ccccc3)C2)c1 (configuration not stated)	3	-5	-5	0	0.0	-10	0.0	9

Structures above that bear a hit mark in esBAF inh.
canonical_smiles | RAD52 anneal inh | S100A4 inh HTS | esBAF inh
COc1ccccc1CNC(=O)COc1ccccc1C(=O)c1cnn(-c2ccccc2)c1 | -149 | -2 | 75*

More entries follow.
SMILES	RAD54 inh	RAD52 anneal inh	EWS-Fli block	S100A4 inh HTS	XiGFP reactiv	FN deposit inh	E-sel inducer	esBAF inh
O=[N+]([O-])c1cccc(S(=O)(=O)/N=C(/Nc2ccccc2)c2ccccc2)c1	-1	3	-5	1	0.0	8	-0.1	-1
CC(CSc1n[nH]c(=S)s1)c1ccccc1 (configuration not stated)	5	-7	2	-15	0.1	-8	0.0	19
CCOCCCNS(=O)(=O)c1ccc(NC(=O)Cc2c(F)cccc2Cl)cc1	.	-12	4	-4	0.0	-11	.	.
CNC(=O)COC(=O)CNC(=O)c1cc(Cl)cc([N+](=O)[O-])c1	.	-11	-15	-15	0.3	-1	5.4	.
Cc1ccc(S(=O)(=O)Nc2ccc3c(c2)C(=O)N([C@H](C)CO)C[C@@H](C)[C@@H](CN(C)C(=O)NC2CCCCC2)OCCCC[C@@H](C)O3)cc1	0	15	-1	-5	0.2	.	0.0	14
CN(C)CC(=O)N[C@@H]1CC[C@H](CCNC(=O)C2CCCC2)O[C@H]1CO	-6	-4	-4	10	-0.3	.	-0.8	1
CCOC(=O)c1sc(=S)n(-c2ccc3c(c2)OCO3)c1N	12	-11	30	1	.	.	.	2
Cc1cc(C)cc(NS(=O)(=O)c2ccc(NC(=O)c3ccccc3C(=O)O)cc2)c1	-2	-15	0	7	0.4	-23	13	-9
CC(C)c1ccc(NC2CCCN(C(=O)CN3C(=O)CSC3=O)C2)cc1 (configuration not stated)	-5	0	4	22	0.1	-4	.	-5
CCOC1=C2CN(S(=O)(=O)c3ccc(C)cc3)[C@H](c3cccs3)C[C@H]2n2c(=O)n(-c3ccccc3)c(=O)n2C1	7	-2	13	-3	-0.2	-2	0.0	-2
O=C(CCNC(=O)C1CCN(S(=O)(=O)c2ccc(F)cc2)CC1)NCc1ccc(F)cc1	-3	-3	3	7	0.0	-3	.	-3
CCn1c(C)nc2cc(C(=O)NNC(=S)Nc3ccccc3OC)ccc21	.	-16	-11	-11	3.1	0	.	.
C=CCN1CC(=O)N2Cc3[nH]c4ccccc4c3C[C@H]2C1=O	-9	-6	-7	-1	0.4	2	0.1	-5
CC/C(=N/O)c1cnnc(SC)n1	-1	.	.	.	0.0	-4	.	2

Three entries already listed, arranged by their value in S100A4 inh HTS, falling:
SMILES | S100A4 inh HTS
CC(C)c1ccc(NC2CCCN(C(=O)CN3C(=O)CSC3=O)C2)cc1 (configuration not stated) | 22
O=C(CCNC(=O)C1CCN(S(=O)(=O)c2ccc(F)cc2)CC1)NCc1ccc(F)cc1 | 7
CCOCCCNS(=O)(=O)c1ccc(NC(=O)Cc2c(F)cccc2Cl)cc1 | -4

Bioassay records (PubChem BioAssay)
